# 12-hLO inh – inhibitors of human 12-lipoxygenase (ALOX12); AID 1452; Potency, µM (top dose mostly 57.1 µM), for inactives: at the top dose activity change, negative = inhibition, hits mostly inhibitors; P18054; purified 12-hLO, xylenol orange hydroperoxide absorbance; actives 0.12% (n = 150,000); also: potency is read from the fitted curve at half-maximal effect; nearly all actives have a fitted effect of over 55% in size; many of its hits are not listed in these tables
#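 Hydroperoxide formation by human 12-lipoxygenase from 40 uM arachidonic acid was followed colorimetrically via ferric-xylenol orange complex, using the 573/405 nm absorbance ratio. Enzyme concentration was 150 nM, with 30 min reaction at room temperature.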
# PNC inhibitor – blocks assembly of the perinucleolar compartment | PC3M PTB-GFP, PNC prevalence imaging, 16 h; active compounds read low | activity change (PNC), negative = inhibition, % at 10 µM | actives 3.1% (n = 140,000) | AID 2417;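 active = readout at or below -70, meaning at least 70% loss of cells showing the perinucleolar compartment, a nuclear body marking cancer cells; inconclusive = readout between -30 and a set limit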;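 also: plate controls were DMSO wells for no effect and camptothecin positive control wells for full effect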
#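 Read-out is percentage of cells bearing a perinucleolar compartment, from automated 20x imaging of fixed, Hoechst-stained PC3M PTB-GFP cells. Cells were seeded 4 h, then exposed 16 h to compound (23 nl of library stock) in duplicate plates.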
# 15-hLO-2 inh – 15-hLO-2 (ALOX15B) enzyme inhibition | O15296 | purified 15hLO-2, xylenol orange hydroperoxide absorbance | Potency, µM (highest dose often 57.1 µM), without a hit: at the highest dose activity change, negative = inhibition, actives largely listed as inhibitors | actives 0.56% (n = 110,000) | AID 881; also: potency is read from the fitted curve at half-maximal effect; nearly all actives have a fitted effect of over 60% in size; many of its hits are not listed in these tables
# Target sequence (O15296 whole entry, looked up): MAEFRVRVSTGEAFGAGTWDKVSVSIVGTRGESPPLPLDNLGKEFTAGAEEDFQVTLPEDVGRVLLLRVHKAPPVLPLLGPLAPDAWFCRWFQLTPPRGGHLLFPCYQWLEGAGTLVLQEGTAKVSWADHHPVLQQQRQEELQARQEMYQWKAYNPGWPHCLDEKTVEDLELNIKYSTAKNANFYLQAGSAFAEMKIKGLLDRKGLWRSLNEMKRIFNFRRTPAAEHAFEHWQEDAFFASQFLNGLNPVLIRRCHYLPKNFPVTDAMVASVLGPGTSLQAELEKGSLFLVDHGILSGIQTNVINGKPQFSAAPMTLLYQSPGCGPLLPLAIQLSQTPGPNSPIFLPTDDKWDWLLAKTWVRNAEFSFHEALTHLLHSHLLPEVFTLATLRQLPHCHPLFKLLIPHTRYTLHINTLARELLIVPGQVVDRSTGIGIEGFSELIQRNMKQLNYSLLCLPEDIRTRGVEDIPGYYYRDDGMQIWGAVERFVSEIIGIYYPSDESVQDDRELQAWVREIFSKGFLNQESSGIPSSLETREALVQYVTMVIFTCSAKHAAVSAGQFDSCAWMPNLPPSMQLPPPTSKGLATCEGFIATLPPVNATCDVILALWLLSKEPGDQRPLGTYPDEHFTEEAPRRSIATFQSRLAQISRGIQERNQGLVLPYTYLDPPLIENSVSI
#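 Enzyme 50 nM, AA 45 uM, 25 mM Hepes pH 7.5 + 0.01% Triton X-100; cpd preinc 15 min RT, rxn 90 min RT; stop/detect with 200 uM XO + 300 uM Fe(II) in 50 mM H2SO4, 30 min; A573/A405.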
# IMPase cell inh – cell-permeable inhibitors of inositol monophosphatase (IMPase) | P97697 | inhibition (IP1 accumulation), % at 46.1 µM | CHO-M1 cells, IP1 accumulation, HTRF TR-FRET ratio | 120,000 tested, under 10 active | AID 901; active = well fitted curve in the direction sought with a large enough effect in the signal ratio, not every such curve was filed as active; inconclusive = small, poorly fitted or top-dose-only effect, or a change in a side signal; inactive = no such curve, though single readings can be large or run the other way; the % refers to the signal ratio;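 also: cells stimulated with carbachol in lithium chloride buffer; plate controls were DMSO basal wells for no effect and reference inhibitor wells for full effect; higher means more IMPase inhibition seen as more IP1 and lower FRET ratio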
# Target sequence (P97697 whole entry, looked up): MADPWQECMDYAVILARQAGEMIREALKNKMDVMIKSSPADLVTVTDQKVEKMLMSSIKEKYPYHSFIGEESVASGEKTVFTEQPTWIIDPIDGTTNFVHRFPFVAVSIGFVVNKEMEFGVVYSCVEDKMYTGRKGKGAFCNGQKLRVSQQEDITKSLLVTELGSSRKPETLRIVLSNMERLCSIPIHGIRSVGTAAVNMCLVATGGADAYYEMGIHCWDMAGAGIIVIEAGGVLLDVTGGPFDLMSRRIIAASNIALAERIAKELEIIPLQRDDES
#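 Measured: the HTRF emission ratio (665/620 nm) plus the 620 nm donor channel, each fitted to the Hill equation to give AC50. Cells were CHO-M1 given compounds up to 46 uM and a 30 min carbachol stimulation at 37C.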
# * marks the source's active call; other numbers are inactive results; u = inconclusive; x = not tested or not shown; [ ] = remark or other dose. Unless noted, calls follow the shape of the dose curve; as a rule, active = well fitted curve in the direction sought with a large enough effect; inconclusive = small, poorly fitted or top-dose-only effect, or another doubt; inactive = no such curve, though single readings can be large; an effect the other way counts as inactive or inconclusive. Unless noted, % is scaled to controls: 0 for no effect and ±100 for the full control effect.
# The opening 5 entries as a preview:
Molecule,12-hLO inh,PNC inhibitor,15-hLO-2 inh,IMPase cell inh
O=c1cc2c(nn1Cc1ccc(Cl)cc1)-c1ccccc1CC2,u,7.7,-13.7%,5.2
CN(C)c1ccc(N/C=C/C(=O)C(C)(C)C)cc1,-20.2%,-1.1,25.1µM*,59.6[activator]
COCCNc1nc(=S)[nH]c2cc(OC)c(OC)cc12,-1.8%,u,-17.5%,1.0
CCc1ccc2ncc(S(=O)(=O)c3ccc(C)c(C)c3)c(N3CCCC3)c2c1,-12.5%,-9.1,x,4.9
COc1ccc(CNC(=O)[C@H]2C[C@@H]2[C@H](NP(=O)(c2ccccc2)c2ccccc2)c2ccccc2)cc1OC,-5.1%,x,17.7%,x

# Results, from the first entry:
Molecule,12-hLO inh,PNC inhibitor,15-hLO-2 inh,IMPase cell inh
O=c1cc2c(nn1Cc1ccc(Cl)cc1)-c1ccccc1CC2,u,7.7,-13.7%,5.2
CN(C)c1ccc(N/C=C/C(=O)C(C)(C)C)cc1,-20.2%,-1.1,25.1µM*,59.6[activator]
COCCNc1nc(=S)[nH]c2cc(OC)c(OC)cc12,-1.8%,u,-17.5%,1.0
CCc1ccc2ncc(S(=O)(=O)c3ccc(C)c(C)c3)c(N3CCCC3)c2c1,-12.5%,-9.1,x,4.9
COc1ccc(CNC(=O)[C@H]2C[C@@H]2[C@H](NP(=O)(c2ccccc2)c2ccccc2)c2ccccc2)cc1OC,-5.1%,x,17.7%,x
CCCCOC(=O)C1=C(C)Nc2ncnn2C1c1cc(OC)c(OC)cc1OC (stereo not drawn),-5.7%,-0.7,3.0%,u
O=C(c1cnn2c(C(F)(F)F)cc(-c3ccco3)nc12)N1CCCc2ccccc21,-0.6%,-29.6,-2.3%,5.7
Cc1ccc2cc(C#N)c(SCc3nnc(-c4ccccc4[N+](=O)[O-])o3)nc2c1,1.0%,-20.7,x,-19.2
O=C1CC(N2CCN(c3ccccc3Cl)CC2)C(=O)N1c1ccccc1 (stereo not drawn),-6.6%,-11.5,-10.4%,0.6
c1ccc(-n2nc3ccccc3n2)cc1,-4.7%,-3.6,x,0.2
Cc1nc2ccccc2n1-c1nc(-c2ccco2)cc(C(F)(F)F)n1,0.1%,17.1,-4.4%,-2.1
CC(=O)N(C)c1ccc(NC(=O)/C=C/c2ccccc2Cl)cc1,-8.6%,u,-5.2%,11.7
COC(=O)c1ccc(CSc2nnc(CS(=O)Cc3ccc(Br)cc3)n2-c2ccccc2)cc1 (stereo not drawn),-3.1%,58.6,x,x
COc1ccc(-c2nnc(SCC(=O)Oc3ccc(C)cc3)o2)cc1,5.4%,281.6,x,-18.7
CC(C)[C@H](Nc1ccc(S(=O)(=O)N2CCOCC2)cc1[N+](=O)[O-])C(=O)OCC(=O)N(C(C)C)C(C)C,-0.1%,6.2,x,x
COc1ccc2[nH]c(=O)c(CN(Cc3nnnn3Cc3ccccc3)CC3CCCO3)cc2c1 (stereo not drawn),-10.7%,28.3,-0.2%,-0.2
N#Cc1c(C(F)(F)F)cc(-c2ccccc2)nc1SCc1nc(N)nc(N2CCOCC2)n1,-1.6%,28.4,9.9%,-1.2
CCOC(=O)N1CCN(c2c(NCCCN(CC)CC)c(=O)c2=O)CC1,-1.1%,u,-1.3%,-7.9
Cc1cccc(OCC(=O)Nc2cccc3nsnc23)c1,2.4%,u,0.6%,3.1
COc1ccccc1CN1CCC2(CC1)CCN(C(C)=O)CC2,0.5%,x,0.2%,x
NC(=O)CCn1nc(-c2ccccc2)c2ccccc2c1=O,0.5%,5.6,0.9%,-1.8
CC(C)OCCCNC(=O)CN1C(=O)/C(=C/c2ccccc2)Sc2ccccc21,-1.6%,12.0,x,x
CC(C)(C)c1ccc(OC(=O)c2cccnc2)cc1,-1.3%,20.7,x,1.3
C=CCn1c(Cc2cccs2)nnc1SCC(=O)NCc1ccco1,4.4%,62.6,-3.5%,3.3
N#CCCN1CCN(CCC#N)CC1,-0.5%,26.6,0.4%,-5.7
C=CCn1c(SCC(=O)c2ccc(CNC(C)=O)o2)nc2scc(C3CC3)c2c1=O,-4.8%,-2.1,u,10.2
Cc1ccc(-c2nc3cnccn3c2Nc2ccc3c(c2)OCCO3)o1,-4.2%,u,-29.1%,15.0
CC(=O)N1CCc2cc(S(=O)(=O)NC(C(=O)NCc3ccccc3)C(C)C)ccc21 (stereo not drawn),7.0%,50.0,-16.0%[11.4 µM],u
CCc1cc(/C(Cc2csc(C)n2)=N/O)c(O)cc1O,-10.2%,-7.9,3.1%,4.6
Cc1ccccc1OCCNC(=O)CNC(=O)c1ccccc1O,-1.4%,u,2.8%,-16.1
O=C(NCc1ccc2c(c1)OCO2)C(c1ccco1)N(C(=O)c1csnn1)c1ccccc1 (stereo not drawn),-2.0%,40.1,-2.1%,-3.4
c1ccc2c(CN3CCN(Cc4c[nH]c5ccccc45)CC3)c[nH]c2c1,1.1%[11.4 µM],x,4.6%[11.4 µM],x
COc1ccccc1Cn1c(=O)[nH]c2cccnc21,8.6%,u,12.3%,-14.4
CN1CCC(=NNC(=O)C(=O)NC(C)(C)C)CC1,9.6%,-3.9,1.2%,10.3
COc1cc(S(=O)(=O)NCC2OCCc3ccccc32)ccc1-n1cnnn1 (stereo not drawn),1.2%,38.3,-2.3%,2.6
NC(=O)c1ccccc1,4.4%,x,-1.8%,10.9
NC[C@@H]1O[C@H](O[C@H]2[C@H](O)[C@H](O[C@@H]3O[C@H](CO)[C@@H](O)[C@H](N)[C@@H]3O)[C@@H](N)C[C@H]2N)[C@@H](O)[C@H](O)[C@@H]1O,0.6%[25.6 µM],x,4.7%[25.6 µM],2.5[20.6 µM]
O=C(CCc1ccccc1)NCc1cccnc1,2.5%,-15.3,-1.3%,0.4
CCOC(=O)c1ccc(N2C(=O)C3ON(c4ccccc4)C(c4ccco4)C3C2=O)cc1 (stereo not drawn),6.6%,-4.6,-19.1%,-4.4
CCN(CC)c1ccc(NC(=O)COc2ccc(C)cc2)cc1,3.1%,u,-16.7%,7.6
CN1CCC(N(C)C(=O)CCc2nc3ccccc3c(=O)[nH]2)CC1,-0.9%,-9.4,25.7%,0.4
COc1ccc(Nc2nc(-c3sc(N)nc3C)cs2)cc1,-8.1%,u,1.5%[2.29 µM],-7.0
COC(=O)c1ccc(OC(C)C(=O)c2ccc(C)cc2)cc1 (stereo not drawn),-1.1%,25.0,x,x
CCCCn1c(SCC(=O)OCC)nnc1-c1ccoc1C,-5.2%,3.8,-1.0%,6.2
CCCn1nnc(NC(=S)NC(=O)C(C)(C)C)n1,-7.6%,37.9,x,x
O=C(Nc1ccccc1-c1ccccc1)c1ccco1,-0.6%,u,-2.5%,6.2
COc1ccc(S(=O)(=O)C(C#N)c2nc3ccccc3nc2N2CCCC(C)C2)cc1 (stereo not drawn),0.5%,u,-20.8%,3.9
COc1ccc(OC)c(NC(=O)CSc2nc(C)cs2)c1,1.3%,-2.8,1.0%,-5.3
O=C1N2CCCc3cccc(c32)C12Nc1ccccc1S2 (stereo not drawn),-21.3%,10.2,u,0.6
COc1cccc(CNC(=O)C(=O)NCC2CCCO2)c1 (stereo not drawn),0.3%,0.2,x,u

# Carrying on.
Molecule,12-hLO inh,PNC inhibitor,15-hLO-2 inh,IMPase cell inh
N#Cc1cc2c(nc1SC1CC(=O)N(c3ccccc3)C1=O)CCC2 (stereo not drawn),-1.2%,u,x,x
CCC(C)N(C(=O)COC(=O)CCc1c[nH]c2ccccc12)C1CCS(=O)(=O)C1 (stereo not drawn),0.9%,u,0.8%,0.5
COc1ccc(S(=O)(=O)NCC2CCC(C(=O)NCCC(C)C)CC2)cc1 (stereo not drawn),-4.7%,8.0,x,x
O=C(NCC(c1cccs1)N1CCOCC1)c1cc([N+](=O)[O-])ccc1Cl (stereo not drawn),0.0%,23.2,x,-2.9
CCOc1ccc(C(=O)N(Cc2ccc(OC)cc2)Cc2cc3cc(OC)ccc3[nH]c2=O)cc1,1.0%,u,-1.5%,3.8
COc1ccccc1Oc1ccc(S(=O)(=O)NCc2ccccn2)cc1,-1.5%,13.9,3.6%[2.29 µM],7.9
CCOC(=O)CSc1nc(C2CC2)cc(-c2ccc(F)cc2)c1C#N,-8.4%,u,-11.9%,10.7
CCOc1cc(C2Nc3ccccc3C(=O)N2c2ccccc2)ccc1O (stereo not drawn),1.0%,u,-0.5%,-0.1
Cc1cc(C)cc(NC(=O)N2CCC(c3nc4ccccc4o3)CC2)c1,-7.1%,8.1,3.2%,-3.1
COc1ccc(Nc2nnc(SCc3cc([N+](=O)[O-])cc4c3OCOC4)s2)cc1,-8.8%,u,-9.3%,8.7
Cc1ccc(SCCC(=O)NC(C)(C)C)cc1,17.2%,u,x,-2.0
COc1cccc(NC2SC(=O)N(c3ccccc3)C2=O)c1 (stereo not drawn),-3.1%,u,x,-7.4
c1ccc2c(c1)CCN(Cc1nnnn1Cc1ccc3c(c1)OCO3)C2,-7.2%,u,x,u
Cc1cccc(C)c1OCc1nnc2c3cnn(C)c3ncn12,-3.5%,-22.2,2.7%,-3.1
Cc1nn(C)cc1NC(=O)CCSc1nc(-c2ccco2)cc(C(F)(F)F)n1,-8.7%,u,1.9%[2.29 µM],3.0
Cc1ccc([N+](=O)[O-])c2cccnc12,-4.5%,-6.7,-2.5%,-8.8
Cc1cc(NC(=O)CCC(=O)N(c2ccccc2)C(C(=O)NC2CCCC2)c2ccncc2)no1 (stereo not drawn),-3.4%,1.0,-2.1%,1.2
Cc1cc(C)n(-c2ccc(C(=O)Nc3ccc(S(=O)(=O)N(C)C)cc3)cc2)n1,2.4%,u,x,x
CCOC(=O)c1c(N2C(=O)Nc3cc(Cl)c(Cl)cc3N2O)sc2c1CCCCC2,-16.1%,21.2,u,-7.4
Cn1c(SCC(=O)OC2CCCCC2)nnc1-c1ccc2c(c1)OCO2,-3.6%,7.2,-2.6%,1.9
CCOC(=O)C(C)Oc1ccc2c(-c3cccc([N+](=O)[O-])c3)cc(=O)oc2c1 (stereo not drawn),-1.0%,-18.2,x,-7.5
CCOC(=O)c1cc(-c2ccccc2)sc1NC(=O)CSc1nncs1,-1.8%,21.5,x,-5.1
CCOc1ccccc1NC(=O)CSc1nnc(-c2ccccc2Cl)n1Cc1ccco1,-8.5%,u,-10.0%,3.4
CCCOc1cccc(-c2nn(-c3ccccc3)cc2/C=C(\C#N)C(=O)NCCCn2ccnc2)c1,-0.5%,-6.3,x,10.2
COc1ccc(Cn2c(-c3ccc(Br)cc3)c[n+]3ccccc23)cc1,-0.7%,11.6,x,12.4
CSc1nnc2c3ccccc3c3ccccc3c2n1,-2.1%,u,-26.9%,4.0
CC(C)c1ccc(NC(=O)C(c2ccc3c(c2)OCO3)N2CCCCC2)cc1 (stereo not drawn),-3.6%,25.7,25.1%,2.0
CCCCC(=O)Nc1nn(CCC)c2nc3ccccc3cc12,-3.2%,u,-9.1%,-0.2
Cc1c(-c2ccccc2)[n+](=O)c2c(n1[O-])CCC2,6.0%,163.2,x,14.2
Cc1ccc(NC2=NCCCCC2)cc1C,0.7%,u,-0.3%,3.1
CCOC(=O)C1CCN(S(=O)(=O)c2ccc3[nH]c(=O)oc3c2)CC1,1.7%,22.3,2.1%,-1.4
O=C(Nc1ccc2c(c1)OCCO2)C1CCN(S(=O)(=O)c2ccc(Br)s2)CC1,-6.9%,37.7,-5.8%,9.3

# Compound activity as filed in PubChem.
